Myeloid diff 2: compounds promoting myeloid differentiation | calls only at 10 µM | hit rate 1% among 360,000 | ER-HoxA9 myeloid progenitors, lysozyme-GFP differentiation, flow cytometry;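 active means normalized GFP-positive differentiation at or above the plate's own cutoff, the solvent-only control mean plus 3 SD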;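 further: cells exposed to compound for four days before flow analysis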
GPR55 antagonists: inhibition of LPI-stimulated GPR55 beta-arrestin translocation – imaging, U2OS, beta-arrestin-GFP, LPI agonist, primary screen (AID 2013). U2OS GPR55 beta-arrestin-GFP translocation imaging, LPI antagonism; higher % means a stronger effect. one-dose inhibition, % at 10 µM; IC50 in µM for titrated hits. hit rate 0.13% among 290,000;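 active means spots per cell inhibited over 60%, with over 100 cells counted and total cytoplasm intensity under 500,000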;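 further: U2OS cells stably carrying GPR55 and arrestin-GFP stimulated by 5 µM LPI near EC80; imaged beta-arrestin-GFP aggregate spots per cell after agonist stimulation; plate controls were LPI-stimulated DMSO wells for no effect and DMSO wells without LPI for full effect; some results filed as inactive read as strong as hits; confirmed hits need IC50 under 10 µM and bright autofluorescent wells are also inconclusive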
KOR beta-arrestin-1: kappa opioid receptor blockers – cell-based, luminescence, uHTS (AID 1778) | KOR beta-arrestin recruitment, luminescence, antagonist mode; higher % means a stronger effect | one-dose inhibition, % at 10 µM; IC50 in µM for titrated hits | hit rate 0.091% among 290,000; further: strong numbers were not always called active
GPR35 arrestin U2OS: inhibition of zaprinast-stimulated GPR35 beta-arrestin translocation – imaging, U2OS, beta-arrestin-GFP, zaprinast agonist, primary screen (AID 2058) | U2OS GPR35 beta-arrestin-GFP translocation imaging, zaprinast antagonism; higher % means a stronger effect | inhibition, % at 10 µM; hits with a dose series show IC50 in µM | hit rate 0.052% among 290,000;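 active means inhibition of at least 50% with at least 30 cells and total cytoplasm GFP at most 10,000,000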
GPR55 beta-arrestin: selective activators of receptor GPR55 – imaging, U2OS cells, beta-arrestin-GFP redistribution, primary screen (AID 1961); U2OS GPR55 beta-arrestin-GFP redistribution imaging; higher % means a stronger effect; hit rate 0.048% among 290,000; activation, % at 10 µM; hits with a dose series show EC50 in µM;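 active means activation above 40% with more than 50 cells counted in the well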;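 further: U2OS osteosarcoma cells stably expressing GPR55 and beta-arrestin-GFP; plate controls were DMSO negative control for no effect and LPI positive control for full effect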
KOR beta-arrestin-2: kappa opioid receptor activators – cell-based, luminescence, uHTS, primary screen (AID 1777); KOR beta-arrestin recruitment, luminescence; higher % means a stronger effect; activation, % at 10 µM, or EC50 in µM where a hit was titrated; hit rate 0.02% among 280,000; in the data active means activation above about 50%, passing the limit was not always enough; further: a part of the inactive calls stands beside numbers as strong as those of hits
HIV peptide binding: inhibitors of HIV fusion peptide binding, primary screen, biochemical, uHTS, fluorescence dequenching (AID 1986); cell-free peptide binding, fluorescence dequenching, 30 min; higher % means a stronger effect; one-dose inhibition, % at 20 µM; IC50 in µM for titrated hits; hit rate 0.3% among 290,000; in the data active means inhibition mostly above about 52%, no sharp cut-off; inactive means mostly below about 76%; further: some results filed as inactive read as strong as hits
NOD2 inhibition: NOD2 signaling inhibitors, cell-based, luminescence, uHTS, HEK293 (AID 1566); HEK293 NOD2/NF-kB luciferase reporter, luminescence; higher % means a stronger effect; inhibition, % at 4 µM, or EC50 in µM where a hit was titrated; hit rate 0.63% among 290,000; further: many of its hits are not listed in these tables
NOD1 NF-kB reporter: inhibition of NOD1-driven NF-kB reporter – cell-based, luminescence, uHTS, primary screen (AID 1578); hit rate 1% among 290,000; inhibition, % at 4 µM; hits with a dose series show EC50 in µM; NOD1-driven NF-kB luciferase reporter cells, luminescence; higher % means a stronger effect; in the data active means inhibition mostly above about 36%, no sharp cut-off; inactive means mostly below about 34%;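 further: HEK-293T reporter cells stimulated with the NOD1 agonist gamma-tri-DAP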
Myeloid diff 2 GFP+ MAC1+ %: second read-out of Myeloid diff 2, no call of its own (marks repeat the call); GFP+ MAC1+ double positive, %; measured here: differentiation confirmed by MAC1 staining
The depositor's hits bear a star; i = inactive; / = not tested or not shown; [ ] = another dose, or the depositor's remark. Unless noted, no stated cut-off is given here; in the data, active means inhibition above about 50%; inactive means the rest.

SMILES	Myeloid diff 2	Myeloid diff 2 GFP+ MAC1+ %	GPR55 antagonists	KOR beta-arrestin-1	GPR35 arrestin U2OS	GPR55 beta-arrestin	KOR beta-arrestin-2	HIV peptide binding	NOD2 inhibition	NOD1 NF-kB reporter
O=C(Nc1ccc(Oc2ccccc2)cc1)N[C@@H](Cc1ccccc1)C(=O)O	i	0.4	-1.1%	-9.6%	4.4%	0.0%	-5.6%	5.6%	9.4%	-4.1%
CCC(=O)N1CCCc2cc(S(=O)(=O)N3CCC(N4CCCCC4)CC3)ccc21	i	0.2	-2.2%	-50.9%	13.2%	-0.1%	3.3%	0.3%	-24.1%	-17.6%
COc1ccc(-c2csc(N3CCN(Cc4ccc5c(c4)OCO5)CC3)n2)cc1	i	0.9	11.7%	-18.6%	0.1%	0.0%	6.0%	-1.3%	-1.2%	/
CCOC(=O)N1CCN(c2nc3c(C)cccn3c(=O)c2C=O)CC1	i	0.2	2.3%	22.4%	7.4%	-0.1%	-3.6%	-1.9%	11.4%	-6.7%
CN1CCN(C(=O)CN(Cc2ccc(Cl)cc2)S(C)(=O)=O)CC1	i	1.3	-0.4%	-1.5%	-10.9%	-0.1%	-0.7%	-1.0%	-6.1%	-9.9%
COc1ccc(OC)c(N(CC(=O)NCCSCc2ccco2)S(=O)(=O)c2ccccc2)c1	i	1.5	-1.5%	7.4%	-25.3%	-0.2%	-1.2%	1.3%	-0.9%	37.6%
NS(=O)(=O)c1ccc(CCNC(=O)C(=O)c2c[nH]c3ccccc23)cc1	i	0.6	4.0%	22.2%	/	-0.3%	-3.6%	3.9%	15.4%	0.7%
O=C(CSc1nnc(NC(=O)c2ccco2)s1)NC1CCCC1	i	0.9	10.8%	-16.9%	-1.4%	0.1%	14.0%	3.1%	-21.1%	-3.1%
Cc1ccc(/C(O)=C2\C(=O)C(=O)N(C)C2c2ccc(F)cc2)cc1 (stereo unspecified)	i	0.2	-2.1%	27.3%[20 µM]	-14.2%	-0.2%	-5.9%	1.3%	9.6%	-42.8%
COc1ccccc1NC(=O)CSC(N)=O	i	1.3	7.9%	-16.6%	27.3%	-0.1%	-3.2%	-1.9%	11.8%	-9.3%
Cc1ccn(CC(=O)O)c(=O)c1	i	3.3	8.6%	11.4%	-17.2%	-0.1%	-7.1%	-2.9%	1.9%	7.2%
COc1ccc(-n2ncc3c(=O)n(CC(C)=O)cnc32)cc1	i	0.3	7.4%	-3.3%	-11.7%	-0.2%	-6.0%	0.1%	5.2%	-42.4%
CCN(CC)c1ccc(NC(=O)CCc2nnc3ccc(N4CCCC4)nn23)c(C)c1	i	2.4	0.4%	-3.9%[20 µM]	5.7%	1.3%	-8.4%	-0.7%	3.3%	1.5%
CCCCNC(=O)C1CCN(c2nc(OC)nc(OC)n2)CC1	i	2.1	0.5%	-56.3%	2.3%	1.3%	4.6%	0.8%	7.5%	-15.8%
O=C(Cc1ccccc1)NCC(=O)N1CCCCCC1	i	1.3	10.5%	31.9%	-2.8%	-0.2%	-3.0%	-1.2%	-11.5%	14.1%
CC(=O)c1cc2c(O)c(O)ccc2o1	i	1.0	12.3%	29.7%	-10.2%	0.3%	-3.5%	31.0%	-12.6%	-0.4%
Fc1ccccc1-c1nc(NCc2ccco2)c2ccccc2n1	i	0.5	-2.3%	11.5%	0.2%	0.1%	-2.5%	0.0%	21.4%	-32.3%
O=C(CCCc1ccccc1)Nc1ccnn1C1CCN(Cc2ccc(CO)o2)CC1	i	1.0	-5.0%	-12.7%	13.5%	-0.1%	-0.8%	1.2%	11.6%	1.5%
Cc1cccc(C(=O)NC(=S)NNC(=O)COc2ccc(Cl)cc2)c1	i	0.7	1.9%	-10.1%[20 µM]	-4.4%	0.5%	-4.5%	3.0%	33.6%	-1.0%
O=c1c2cn[nH]c2[nH]c(=S)n1-c1ccccc1F	i	0.4	-6.1%	3.4%	-5.9%	-0.3%	7.3%	0.8%	-7.7%	-24.4%
CNc1nnc(-c2ccc(C)cc2)c2ccccc12	/	/	6.9%	0.2%	-2.8%	-0.1%	-4.2%	-1.7%	15.6%	-17.3%
O=C(c1ccc(Cn2cc([N+](=O)[O-])cn2)o1)N1N=C(C(F)F)CC1(O)C(F)F (stereo unspecified)	i	1.2	6.5%	1.3%	-3.7%	0.0%	5.4%	9.3%	20.5%	6.6%
Oc1ccc(-c2csc(-c3cccnc3)n2)c(O)c1	i	0.1	-13.3%	12.7%	-11.4%	-0.3%	-5.4%	-3.4%	-60.9%	-15.1%
CN(C)C(=O)N1CCC(C(=O)NC2CCCCCCC2)CC1	i	2.0	-5.0%	20.6%	-10.6%	-0.2%	-2.3%	1.2%	10.3%	-20.0%
CC(=O)OCc1cc2cc(C)ccc2[nH]c1=O	i	1.0	17.9%	-29.6%	14.1%	-0.2%	-0.4%	0.7%	8.0%	1.5%

Given bar-delimited: part of the list above
SMILES | Myeloid diff 2 | Myeloid diff 2 GFP+ MAC1+ % | GPR55 antagonists | KOR beta-arrestin-1 | GPR35 arrestin U2OS | GPR55 beta-arrestin | KOR beta-arrestin-2 | HIV peptide binding | NOD2 inhibition | NOD1 NF-kB reporter
O=c1c2cn[nH]c2[nH]c(=S)n1-c1ccccc1F | i | 0.4 | -6.1% | 3.4% | -5.9% | -0.3% | 7.3% | 0.8% | -7.7% | -24.4%
Cc1cccc(C(=O)NC(=S)NNC(=O)COc2ccc(Cl)cc2)c1 | i | 0.7 | 1.9% | -10.1%[20 µM] | -4.4% | 0.5% | -4.5% | 3.0% | 33.6% | -1.0%
Oc1ccc(-c2csc(-c3cccnc3)n2)c(O)c1 | i | 0.1 | -13.3% | 12.7% | -11.4% | -0.3% | -5.4% | -3.4% | -60.9% | -15.1%
CC(=O)OCc1cc2cc(C)ccc2[nH]c1=O | i | 1.0 | 17.9% | -29.6% | 14.1% | -0.2% | -0.4% | 0.7% | 8.0% | 1.5%

Remaining list, next part
SMILES	Myeloid diff 2	Myeloid diff 2 GFP+ MAC1+ %	GPR55 antagonists	KOR beta-arrestin-1	GPR35 arrestin U2OS	GPR55 beta-arrestin	KOR beta-arrestin-2	HIV peptide binding	NOD2 inhibition	NOD1 NF-kB reporter
C=CCC(=O)N1CCC(n2nccc2NC(=O)CCOc2ccccc2)CC1	i	1.1	-5.2%	-22.6%	-0.8%	-0.1%	6.6%	0.9%	-6.3%	-24.5%
COc1ccc(NC(=S)NN2CCN(C)CC2)cc1	i	0.6	10.2%	2.7%	16.3%	-0.1%	10.9%	-1.7%	14.3%	7.8%
COC(=O)c1ccc(CN2CCCC(C(=O)Nc3cccc(-n4cccn4)c3)C2)cc1 (stereo unspecified)	i	1.3	-7.7%	-7.1%	3.9%	-0.1%	-6.7%	-1.3%	-12.1%	-9.3%
Cc1cnn(-c2ccc3nnc(-c4ccc(Cl)cc4)n3n2)c1	i	0.4	17.5%	-9.1%	3.9%	-0.3%	0.2%	4.3%	-0.4%	/
Cc1ccc2cc3cc(C(=O)NCc4ccc5c(c4)OCO5)oc3nc2c1	i	1.4	3.3%	-3.5%	2.3%	-0.1%	-3.5%	0.5%	10.4%	-54.2%
CC(C)N(Cc1ccccc1)C(=S)NCc1ccccc1	i	0.5	-0.6%	-18.4%	7.9%	0.0%	-2.8%	0.1%	-3.6%	-34.7%
COc1ccc(CC(=O)N/N=C(\C)CC(=O)Nc2ccc(N(C)C)cc2)cc1OC	i	0.0	-4.9%	-22.5%	-7.4%	0.0%	5.0%	-0.6%	-21.6%	34.9%
COc1cc(NC(=S)N2CCN(C)CC2)c(OC)cc1Cl	i	0.1	-12.8%	-1.7%	-3.4%	0.4%	2.1%	-0.7%	-21.7%	-27.0%
Cc1cccc(C(=O)Nc2nccs2)c1[N+](=O)[O-]	i	0.7	-3.3%	17.2%	-0.3%	0.2%	0.1%	0.4%	9.0%	-2.2%
Cc1ccc(Oc2ncccc2NC(=O)CCCC(=O)O)c2c1CCC2	i	0.3	8.5%	13.7%	-3.8%	-0.2%	0.6%	0.7%	24.0%	1.6%
Nn1c(SCCOc2ccc(Cl)cc2)nnc1-c1cccnc1	i	0.2	4.3%	6.8%	-12.4%	0.3%	-4.7%	-0.2%	11.5%	-24.4%
C=CCNC(=O)C(C)N1c2cccc3cccc(c23)S1(=O)=O (stereo unspecified)	i	0.0	3.6%	-7.2%	-0.9%	-0.2%	-0.5%	-1.0%	-5.5%	-44.3%
Cc1cccc(OCCCCCN2CCOCC2)c1	i	0.2	2.7%	-36.4%[20 µM]	5.2%	-0.1%	-3.8%	0.7%	-15.4%	-10.4%
O=C(CN1CCC(O)CC1)N1c2ccccc2C=Cc2ccccc21	i	1.2	12.7%	-8.3%	-2.8%	0.9%	-11.4%	-3.2%	-1.0%	4.7%
CCOc1ccc(-n2nnnc2SCC(=O)c2ccccc2)cc1	i	0.6	-1.5%	-32.0%	12.5%	-0.2%	3.8%	-3.0%	-28.9%	-8.8%
COc1ccc(C(C)NC(=O)C23CC4CC(CC(C4)C2)C3)cc1OC (stereo unspecified)	i	0.9	6.3%	-52.2%[20 µM]	0.9%	-0.2%	6.2%	-1.7%	-28.3%	-0.9%
O=c1cc(N2CCc3ccccc32)[nH]c(=O)n1-c1ccc(Cl)cc1	i	0.1	8.1%	-7.3%	12.7%	0.2%	-1.6%	0.5%	9.4%	-14.0%
CCCNS(=O)(=O)c1ccc(OCC(=O)OC)cc1	i	0.7	-1.7%	3.2%	5.2%	0.2%	-3.1%	-2.3%	21.5%	/
COc1ccccc1CN1CC(C(=O)N2CCCCO2)CCC1=O (stereo unspecified)	i	3.0	-3.7%	22.2%	3.0%	-0.1%	-3.2%	-0.7%	2.9%	-37.5%
Cc1ccc(-c2nnc(SCC(=O)NCC3CCCO3)n2C)cc1 (stereo unspecified)	i	1.2	-2.4%	-44.4%	6.6%	0.0%	2.6%	0.9%	9.4%	-54.2%
O=[N+]([O-])c1ccccc1SN(Cc1ccccc1)c1ccccn1	i	1.1	25.8%	10.6%	-0.2%	0.1%	-0.8%	8.8%	20.6%	39.2%
O=C(CN1C(=O)COc2ccc(S(=O)(=O)N3CCCCC3)cc21)NCc1ccc(Cl)cc1	i	2.1	2.4%	13.3%	4.1%	-0.1%	-1.2%	-2.2%	-1.4%	-22.7%
CC(=O)OCC1=C(C(=O)O)N2C(=O)C(NC(=O)c3ccc(F)cc3)C2SC1 (stereo unspecified)	i	0.4	9.3%	-16.0%	-4.9%	-0.1%	5.1%	16.6%	18.2%	-20.9%
CCOc1ccc(Nc2cc(C)nc3nc(C)nn23)cc1	i	2.1	-17.4%	-26.9%	-2.0%	0.3%	3.6%	-0.1%	-3.3%	41.6%
CN(Cc1cn(C)nc1-c1cccc(Cl)c1)Cc1nccn1C	i	0.4	-8.0%	-19.4%	-15.0%	0.0%	0.3%	-0.8%	7.2%	-5.4%
O=C(NCc1ccco1)C1CC(c2ccccc2O)=NO1 (stereo unspecified)	i	0.1	-9.4%	-41.7%	-6.1%	0.1%	4.3%	-1.4%	-29.5%	-19.9%

Bioassay records from PubChem.

Not all compounds are listed; rates above refer to the full screens.
